Cardio protect – cardioprotection against H2O2-induced cell death, primary screen, uHTS, H9c2 cells, ATPLite luminescence. 360,000 compounds, 0.63% hits. H9c2 cardiomyocytes, H2O2 injury protection, 2 h. protection from H2O2 cell death, % at 20 µM;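 active = compounds giving at least 50% protection of heart cells from peroxide-induced death in the single-dose screen, raw or plate-pattern-corrected value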;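 note: 0% = DMSO wells with peroxide and 100% = DMSO wells without peroxide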
MC4R barr agon – MC4R agonists recruiting beta-arrestin, primary screen, cell-based, luminescence, agonist arm of biased-ligand search | Melanocortin receptor 4 (Homo sapiens), P32245 | U2OS MC4R beta-arrestin complementation; percent of melanotan II response, DMSO zero | activation, % at 8.9 µM | 360,000 compounds, 0.98% hits | AID 540308, 2011;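 active = activation above a per-plate cutoff, the mean activation of sample wells on that plate plus 3 SD, cut at about 8% in these data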
MC4R antagonist – MC4R antagonists of cAMP signaling, primary screen, cell-based, TR-FRET, antagonist arm of biased-ligand search | Melanocortin receptor 4 (Homo sapiens), P32245 | MC4R-expressing cells, MTII-stimulated cAMP, LANCE TR-FRET | inhibition, % at 6.5 µM | 360,000 compounds, 0.48% hits;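 active = inhibition above its plate's cutoff, the mean of tested wells on that plate plus 3 SD, cut at about 29% in these data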;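 note: 0% = Melanotan II alone and 100% = Melanotan II plus saturating MCL0020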
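System: U2OS-MC4R stable cell line; Technique: Eu-cAMP/anti-cAMP TR-FRET, emission 671 nm; Repeats: single well per compound; Also added: Melanotan II; Dosing: one concentration, 6.5 µM nominal; Schedule: 30-min compound, 1-h challenge, 1-h detection, room temperature.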
CaV13 ICDI inh – Primary screen for inhibitors of IQ motif and Ca2+-dependent inactivation inhibitor domain binding in CACNA1D, Förster resonance energy transfer in living cells, …. AID 743397. 340,000 compounds, 0.098% hits. HEK cells, CFP/YFP FRET ICDI-IQ, plate reader, 10 min; percent FRET-ratio fall versus neutral wells. inhibition, % at 12.3 µM;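 active = mean replicate inhibition of at least 30% and at least 1% of replicates passing that level; inconclusive = only one of the two criteria is met; inactive = neither criterion is met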;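 note: 0% = median of the neutral control wells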
PDI turbidity – inhibitors of human PDI, primary screen, biochemical, turbidity, single point, plate reader; Protein disulfide-isomerase (Homo sapiens), P07237; PDI insulin aggregation turbidity, A650, 90 min; inhibition, % at 10 µM; 350,000 compounds, 0.052% hits;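 active = mean inhibition across replicates of 30% or more, whatever share of single replicates reach that level; inconclusive = mean inhibition below 30% while every single replicate reaches 30%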;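 note: absorbance from insulin aggregation driven by PDI reduction with DTT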
Target sequence (P07237 whole entry, looked up): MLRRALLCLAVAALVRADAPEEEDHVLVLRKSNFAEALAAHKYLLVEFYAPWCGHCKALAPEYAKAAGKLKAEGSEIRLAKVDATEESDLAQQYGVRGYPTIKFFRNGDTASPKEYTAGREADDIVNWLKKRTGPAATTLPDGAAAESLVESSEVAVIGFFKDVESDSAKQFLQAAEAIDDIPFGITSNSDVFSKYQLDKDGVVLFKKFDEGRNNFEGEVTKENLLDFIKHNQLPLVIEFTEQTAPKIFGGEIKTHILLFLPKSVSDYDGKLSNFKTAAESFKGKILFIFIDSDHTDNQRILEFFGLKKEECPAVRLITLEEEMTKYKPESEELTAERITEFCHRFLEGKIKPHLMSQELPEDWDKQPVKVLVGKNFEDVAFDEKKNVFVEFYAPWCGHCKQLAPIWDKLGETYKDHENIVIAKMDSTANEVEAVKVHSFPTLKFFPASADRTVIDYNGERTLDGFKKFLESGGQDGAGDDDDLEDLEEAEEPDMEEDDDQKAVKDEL
aDG glyco up – activators of alpha-DG glycosylation, primary screen, uHTS, Pro5-aDG cells, AlphaScreen; AID 624168, 2012; activation, % at 10 µM; alpha-DG glycosylation AlphaScreen (IIH6); 0% Pro5, 100% B10-LARGE cell signal; 360,000 compounds, 0.22% hits;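 active = activation of at least 8% versus controls, or a plate z-score of at least 8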;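 note: Pro5 are CHO cells carrying HIG-tagged alpha-DG that lacks glycosylation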
m5-HT2A agonist – mouse Htr2a agonists via beta-arrestin recruitment, primary screen, cell-based, luminescence | 360,000 compounds, 0.66% hits | activation, % at 7.6 µM | CHO-K1 mHTR2A beta-arrestin complementation; percent of 30 µM serotonin response | AID 624169, 2012 | 5-hydroxytryptamine receptor 2A (Mus musculus), P35363;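 active = activation above a run cutoff, the mean activation of all tested compounds plus 3 SD, cut at about 14% in these data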;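 note: 0% = plate median of compound wells and 100% = 30 µM serotonin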
Target sequence (P35363 whole entry, looked up): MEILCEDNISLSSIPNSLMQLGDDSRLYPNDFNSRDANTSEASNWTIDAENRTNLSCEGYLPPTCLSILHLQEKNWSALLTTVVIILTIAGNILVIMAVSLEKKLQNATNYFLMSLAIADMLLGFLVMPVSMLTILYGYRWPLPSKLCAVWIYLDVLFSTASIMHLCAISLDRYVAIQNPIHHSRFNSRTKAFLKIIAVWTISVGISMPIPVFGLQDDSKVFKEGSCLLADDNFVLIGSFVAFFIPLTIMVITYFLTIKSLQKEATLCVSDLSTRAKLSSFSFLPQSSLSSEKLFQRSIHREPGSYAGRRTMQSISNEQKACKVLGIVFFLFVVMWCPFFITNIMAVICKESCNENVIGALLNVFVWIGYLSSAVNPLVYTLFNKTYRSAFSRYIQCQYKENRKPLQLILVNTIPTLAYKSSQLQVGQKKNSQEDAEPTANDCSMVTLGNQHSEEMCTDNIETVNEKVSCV
N-glyco inh – increase of ERlucT glycosylation luciferase signal, primary screen, N-linked glycosylation inhibitor project, D54 ERlucT cells, luminescence, set 2. 360,000 compounds, 0.23% hits. D54 ERlucT glycosylation luciferase reporter, 24 h; percent of 100 nM tunicamycin response. reporter increase, % at 12.5 µM;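 active = mean luciferase reporter signal, scaled so untreated is 0 and the glycosylation-blocking control 100, at or above a set limit in every replicate; inconclusive = mean reaches the limit but not every replicate does; inactive = mean below the limit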;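 note: luciferase carries N-glycosylation sites so blocking glycosylation raises the light; 0% = median of neutral control wells and 100% = median of 100 nM tunicamycin wells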
Vif imaging – HIV Vif self-association inhibitors, primary screen, imaging, HEK293T, single point; inhibition, % at 7.49 µM; 340,000 compounds, 0.35% hits; HEK293T cells, Vif self-association by quenched fluorescence, 24 h; AID 602346, 2012; in the data active = inhibition above about 50%, passing the limit was not always enough; inconclusive = no clear call, values can overlap the other calls; inactive = below about 31%; note: some results filed as inactive read as strong as hits
ABCB6 inh 2 – ABCB6 transporter inhibitors, primary screen, K562-ABCB6 cells, flow cytometry, MLPCN library | K562-ABCB6 porphyrin accumulation, 1 h; hits give low values | fluorescence ratio to DMSO, % at 10 µM | 360,000 compounds, 0.19% hits | AID 602162, 2011;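 active = fluorescence ratio to DMSO below 75%, the collection mean minus 3 SD; inconclusive = too few cells collected in the well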;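 note: signal is porphyrin accumulated inside mitochondria; 100% equals median channel fluorescence of DMSO control wells; lower ratio means ABCB6 inhibition with less porphyrin fluorescence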
Active calls of the source: *; ? = inconclusive; . = no result given. Compounds as they come, and some 3.6% of all compounds hit somewhere here.

SMILES	Cardio protect	MC4R barr agon	MC4R antagonist	CaV13 ICDI inh	PDI turbidity	aDG glyco up	m5-HT2A agonist	N-glyco inh	Vif imaging	ABCB6 inh 2
COc1cccc(-c2ccc(NC(=O)C3CCCN(Cc4cnn(C)c4C)C3)cc2)c1 (configuration not stated)	2	2.8	13	-2	1	1.0	-9	1	5	95
Cc1cc(NC(=O)CSc2nnc(-c3ccco3)o2)no1	-6	-2.3	-2	.	2	0.1	-3	1	-11	107
Cc1cc(C)c(S(=O)(=O)Nc2ncccc2C)c(C)c1	0	-1.0	3	-2	-4	-0.1	3	1	6	89
COc1ccc(-c2csc(NC(=O)c3cccs3)c2C(=O)O)cc1OC	7	-1.7	4	.	-2	0.0	0	2	5	95
CC(C)C[C@@H]1O[C@H](CCc2ccccc2)Cc2[nH]c(=S)[nH]c(=O)c21	.	.	.	-6	.	-0.1	0	.	.	96
Cc1ccc(NC(=O)CN(C)C(=O)c2ccc(Cl)c([N+](=O)[O-])c2)cc1	-6	-1.6	2	-3	4	0.3	2	0	5	84
CCCCOc1ccc(/C=C/C(=O)OCC(=O)NC2CCS(=O)(=O)C2)cc1OCC (configuration not stated)	1	-2.6	2	-7	-8	0.1	-1	1	-9	102
COc1ccccc1C(=O)Nc1ccccc1N1CCN(C(=O)c2ccc(Cl)cc2)CC1	-3	0.9	5	-6	-3	0.3	-10	1	-24	90
CC1(C(=O)NS(=O)(=O)c2ccc3ccccc3c2)CCN1C(=O)Cc1ccc(-c2ccccc2)cc1 (configuration not stated)	-2	-0.3	17	-5	17	0.1	6	2	10	97
CC1Cc2ccccc2N1C(=O)COC(=O)Cc1ccc(F)cc1 (configuration not stated)	-2	-4.9	3	-5	2	-0.1	0	-1	1	92
Cc1sc(NC(=O)CSc2nnc(C(C)C)n2C)c(C#N)c1C	8	0.0	0	.	9	-0.2	-1	0	-4	94
Cc1ccc(NC(=O)CNC(=O)N2CC(=O)Nc3ccccc32)cc1F	0	1.0	5	-3	11	0.0	3	3	-3	98
COc1cccc(S(=O)(=O)NCc2ccc(C(=O)N3CCN(c4ccccc4)CC3)cc2)c1	-9	-2.3	-2	-6	-2	0.8	-4	-2	-20	96
O=C(Nc1nnc(S(=O)(=O)N2CCCC2)s1)c1ccccc1Cl	12	-1.3	6	-6	1	-0.2	-4	1	-7	103
COc1ccc(C(=O)NCC2CCCCC2)cc1S(=O)(=O)N1CCOCC1	-3	0.5	11	-2	-2	-0.1	0	1	12	97
CC1(C)CC(=O)C(C=NC2CC(C)(C)NC(C)(C)C2)=C(O)C1	4	1.6	15	.	-2	-0.3	3	0	-4	101
O=C(COC(=O)/C=C/c1ccco1)NCc1ccc2c(c1)OCO2	4	0.3	9	1	-1	0.3	7	1	-8	100
COCCN(C(=S)Nc1c(C)cccc1C)C(C)c1cccnc1 (configuration not stated)	8	-2.2	7	-19	12	0.2	1	3	4	97
COC(=O)COc1ccc2c(-c3cccc([N+](=O)[O-])c3)cc(=O)oc2c1	-18	-0.7	13	-7	-1	0.5	2	0	1	93
CCC1=C(OC(=O)N(CC)CC)N2C(=O)OC(=NCCc3c[nH]c4ccccc34)[C@]2(Cc2ccccc2)[C@H]2C1=CC[C@H]1C(=O)N(CC)C(=O)[C@H]12	16	0.0	12	-8	2	-0.1	2	-2	-2	99
COc1ccc(NCc2nnc(SCC(=O)NCc3ccco3)n2-c2ccccc2OC)cc1	15	0.8	11	-1	2	-0.1	-6	-1	13	91
NC(=O)c1cc(-c2csc(NCCc3ccccc3)n2)ccc1O	-4	-1.2	6	-4	-5	0.1	-2	7	26	100
COc1ccc(C(=O)Nc2cccc(/C=C(/CCC(=O)O)c3nc4ccccc4s3)c2)cc1	-3	-0.7	2	-6	-1	0.1	5	6	4	94
CCCOc1ccc(OCCn2nc(C(=O)O)c3ccccc3c2=O)cc1	19	-1.3	-3	-4	6	-0.1	-1	6	-8	95
CNCc1nc2ccccc2[nH]1	9	-1.4	2	-7	3	0.1	1	1	0	101
Next part:
SMILES	Cardio protect	MC4R barr agon	MC4R antagonist	CaV13 ICDI inh	PDI turbidity	aDG glyco up	m5-HT2A agonist	N-glyco inh	Vif imaging	ABCB6 inh 2
CCOc1ccc(OCC)c(NC(=O)C2CCN(S(=O)(=O)c3cnc[nH]3)CC2)c1	9	-1.2	0	-2	1	-0.2	-4	0	.	87
O=C(Cc1cccs1)N/N=C/c1ccco1	2	-0.6	5	-8	0	0.3	-5	0	7	103
O=C(CC1Sc2ccccc2NC1=O)OCc1cc(=O)oc2cc(O)ccc12 (configuration not stated)	0	-0.1	-16	-5	12	-0.3	2	0	-3	93
Cc1ccnc2nc(C(=O)OCC(=O)NCCc3ccccc3)nn12	1	1.2	-1	-4	-3	0.7	2	1	-5	103
O=C(COc1ccc(Cl)cc1Cl)NC(=O)N1CCOCC1	3	0.7	-3	-6	-2	-0.1	4	2	0	101
COc1ccccc1Cn1c(=S)[nH]c2cc(C(=O)N3CCN(c4ccccc4OC)CC3)ccc2c1=O	0	-1.3	0	-6	-11	0.3	2	4	0	100
Cc1ccc2c(c1)c1n[nH]c(=S)nc1n2CCc1ccccc1	4	-2.5	0	-19	6	0.1	-1	0	5	104
CCCc1ccc(-c2cc(C(=O)N/N=C/c3ccc([N+](=O)[O-])o3)c3ccccc3n2)cc1	-35	-3.2	-14	.	5	1.5	-7	9	0	98
COc1ccc([C@@H]2CC=C(C(=O)O)[C@H](c3ccc(C(C)(C)C)cc3)N2S(=O)(=O)c2ccc(C)cc2)cc1OC	4	-1.2	1	-7	4	0.0	-1	-1	-4	99
COC(=O)CC(=O)O[C@H]1C=C[C@@H](NC(=O)OC(C)(C)C)C1	-1	0.2	1	-4	0	0.0	9	2	2	107
Cc1cccc(C)c1-n1nnnc1C(c1ccnc2ccccc12)N1CCN(CC(=O)NC(C)C)CC1 (configuration not stated)	.	.	.	-5	.	0.2	-7	.	.	104
O=C(N/N=C\c1ccccc1OCc1ccccc1)c1ccco1	0	-2.6	5	2	14	0.3	-8	1	4	96
NC(N)=NN=C(c1ccc(F)cc1)c1ccc(C(F)(F)F)cc1	-20	-2.5	-16	-5	3	-0.4	-1	5	6	103
O=C1CC2(CCN1)CCN(Cc1ccccc1)CC2	11	1.0	10	-5	10	-0.3	2	0	-8	98
O=C(Nc1cccc(O)c1)c1ccc(C(=O)c2ccccc2)o1	-11	-1.1	4	1	7	0.1	0	-5	2	85
O=C(NCCc1ccc(F)cc1)c1ccc(NS(=O)(=O)c2ccc3[nH]c(=O)[nH]c3c2)cc1	0	-3.0	6	-6	-12	-0.1	0	1	-5	96
O=C1c2ccccc2NC(c2cccc(O)c2)N1NS(=O)(=O)c1ccccc1 (configuration not stated)	-1	-0.9	5	-3	12	-0.4	-2	-1	8	102
CC1(NC(=O)CCc2nc3sc4c(c3c(=O)[nH]2)CCCC4)CCS(=O)(=O)C1 (configuration not stated)	4	-3.1	3	-6	1	-0.3	-4	0	0	96
CC(=O)N1CCN(c2ccc(NC(=O)c3cccc(Cl)c3)cc2)CC1	-1	-1.0	-2	-5	11	0.0	-1	0	11	95
CCOc1ccc(C(=O)Nc2ccccc2N2CCN(C(=O)c3ccccc3)CC2)cc1[N+](=O)[O-]	47	-0.3	5	-5	-2	-0.5	3	0	-8	97
CCOC(=O)N1CCC(NC(=O)Cn2ncc3c4ccccc4n(C)c3c2=O)CC1	17	0.9	18	.	4	0.0	5	2	4	95
CN(Cc1cnccn1)C(=O)CC1C(=O)NCCN1Cc1cccc(Oc2ccccc2)c1 (configuration not stated)	-2	-1.1	-9	-5	12	-0.1	-1	1	30	95
Cc1cc(C(=O)COC(=O)c2ccc[nH]c2=O)c(C)n1-c1ccc(Br)cc1	2	-0.7	3	-4	7	1.4	-2	-2	-1	107
Cc1ccc(S(=O)(=O)c2cn(C)c3cc(N4CCN(C)CC4)c(F)cc3c2=O)c(C)c1	-3	-2.4	1	-5	-8	0.0	4	-7	-6	97
Cc1ccc(NC(=O)C2=CC(c3cccs3)=NS(=O)(=O)N2C)cc1	-10	0.9	11	-4	.	-0.1	-10	-5	-8	318
(list continues)
SMILES	Cardio protect	MC4R barr agon	MC4R antagonist	CaV13 ICDI inh	PDI turbidity	aDG glyco up	m5-HT2A agonist	N-glyco inh	Vif imaging	ABCB6 inh 2
CC1(C(=O)NCc2ccccc2)Cc2c(-c3cccc(C(N)=O)c3)ccnc2O1 (configuration not stated)	8	-0.3	-20	8	-6	-0.1	-4	?	-9	97
Cc1nnc(SCCC(=O)Nc2ccc(Cl)cc2)o1	-3	0.0	-3	-5	8	-0.1	1	0	1	99
Cn1c(=O)c2c(nc(-n3ccnc3)n2Cc2ccc([N+](=O)[O-])cc2)n(C)c1=O	28	-1.1	-4	1	-5	-0.1	0	1	1	97
COc1nc(Nc2ccccc2)nc(OC)n1	-3	-1.0	2	-8	12	0.2	5	0	-2	100
CC(=O)c1c(C)[nH]c(C(=O)CSc2nnc(C)s2)c1C	4	-2.2	2	-5	-2	0.1	5	-1	-7	102
CCOC(=O)c1cc(C(=O)c2cc(Cl)ccc2O)coc1=N	-1	-0.6	6	11	5	0.2	-1	2	-1	113
CN1CCN(C(c2cccc(C(F)(F)F)c2)c2nnnn2C(C)(C)C)CC1 (configuration not stated)	11	0.5	-10	.	-6	0.1	-6	2	13	103
Cc1ccc(SCCNC(=O)/C=C/c2ccc(Cl)cc2)cc1	-2	1.6	6	-5	1	0.1	1	-2	3	96
CCOC(=O)C1(C)NC(c2ccc(O)cc2)C2C(=O)N(c3ccccc3)C(=O)C21 (configuration not stated)	2	0.8	12	-2	5	0.0	5	1	0	102
CCOc1ccc(NC(=O)CN(C)C(=O)c2cc([N+](=O)[O-])ccc2N2CCOCC2)cc1OCC	2	-3.9	7	-6	-2	-0.1	1	2	1	101
CC(C)CC(=O)Nc1cc2c3c(c1)CCN3C(=O)CC2	4	0.5	-6	-2	-6	1.1	-1	2	-9	100
Cc1cc(=O)n2c(nc3ccccc32)s1	3	0.0	9	-5	5	-0.1	8	-5	-1	101
COc1ccc(NC(=O)c2cc3c(s2)CCC(C)C3)cc1S(=O)(=O)N1CCOCC1 (configuration not stated)	-5	-1.1	8	-19	-2	0.6	1	-6	-19	96
